Screening results from PubChem.
MLL CXXC-DNA inh – qHTS Fluorescence Polarization Assay for Inhibitors of MLL CXXC domain - DNA interaction. Histone-lysine N-methyltransferase 2A (Homo sapiens), Q03164. Potency, µM (doses to about 115 µM), inactives show top-dose activity change, negative = inhibition, most hits filed as inhibitors. 290,000 tested, 0.037% active. MLL-CXXC / FITC-HOXA9 DNA fluorescence polarization. AID 2662, 2010; active = well fitted inhibition curve with a large enough effect in the polarisation, with a control signal flat, not every such curve was filed as active; inconclusive = small, poorly fitted or top-dose-only effect, or effect the other way, or a change in a side signal; inactive = no such curve, though single readings can be large or run the other way; the % refers to the polarisation; note: potency is the fitted concentration of half-maximal effect
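Fluorescence polarization: 7 uM MLL-CXXC (stock) preincubated 5 min with compounds, then 50 nM fluorescein-HOX-A9 DNA (stock) added; 30 min ambient. Buffer 50 mM Tris-HCl pH 7.5, 50 mM NaCl, 1 mM DTT, 0.05% BSA.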
KCNH2 3.1 block – qHTS for Inhibitors of KCHN2 3.1: Mutant qHTS; AID 720553, 2013; Potassium voltage-gated channel subfamily H member 2, brain isoform KCNH2 3.1 (human); U2OS KCNH2 3.1, thallium flux FluxOr; stronger effect = lower value; activity change, % (tested at about 1.8 µM); 340,000 tested, 0.95% active;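 active = maximum activity change below -70%; inconclusive = maximum activity change from -70% to -50%; inactive = maximum activity change above -50%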;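 note: thallium influx rate constant from kinetic fluorescence after stimulation buffer; % is set by controls: 0 for no effect and ±100 for the full control effect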
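Virally transduced U2OS (3.1 isoform, 4 h infection in dark at RT) → overnight 37 C → FluxOr + Red40 in HBSS/HEPES, 45 min → stimulation buffer, 2 min kinetic read → rate constant vs DMSO controls.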
USP2a inh – qHTS Assay for Inhibitors of Ubiquitin-specific Protease USP2a Using CHOP2 as the Reporter. Ubiquitin carboxyl-terminal hydrolase 2 (Homo sapiens), O75604. USP2 core, Ub-CHOP2 coupled fluorogenic reporter, 485/531. Potency, µM (top dose mostly 38.3 µM), for inactives: top-dose activity change, negative = inhibition, most hits filed as inhibitors. 330,000 tested, 0.01% active;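 note: potency is the fitted concentration of half-maximal effect; plate controls were DMSO wells for no effect and full inhibition by NEM control for full effect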
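USP2 core (10nM final) preincubated 30min RT with compound in 20mM Tris-HCl pH 8.0, 2mM CaCl2, 2mM beta-mercaptoethanol, 0.05% CHAPS; 25nM Ub-CHOP2 plus 25nM reporter substrate added, fluorescence (Ex485/Em531) read after 60min.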
Menin MLL FP TR – qHTS Assay for Inhibitors Targeting the Menin-MLL Interaction in MLL Related Leukemias: Competition With Texas Red Labeled MLL-derived Mutant Peptide. Potency, µM (top dose mostly 61.6 µM), without a hit: at the top dose FP activity change, negative = inhibition, actives largely listed as inhibitors. O00255. 270,000 tested, 0.23% active. Menin + Texas Red MLL mutant peptide, fluorescence polarization; active = well fitted inhibition curve with a large enough effect in the polarisation, with a control signal flat, not every such curve was filed as active; inconclusive = small, poorly fitted or top-dose-only effect, or effect the other way, or a change in a side signal; inactive = no such curve, though single readings can be large or run the other way; the % refers to the polarisation; note: potency is the fitted concentration of half-maximal effect; % of control where 0% means no effect; many of its hits are not listed in these tables
hERG WT inh – qHTS for Inhibitors of KCHN2 3.1: Wildtype qHTS. activity change, % at 1.84 µM. U2OS, BacMam KCNH2, thallium flux FluxOr; stronger effect = lower value. 340,000 tested, 0.37% active. Voltage-gated inwardly rectifying potassium channel KCNH2 (Homo sapiens), Q12809. AID 720551, 2013;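 active = maximum activity change below -70%; inconclusive = maximum activity change between -70% and -50%; inactive = maximum activity change above -50%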; note: % is set by controls: 0 for no effect and ±100 for the full control effect
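U2OS cells transduced with wild-type KCNH2 virus are loaded with FluxOr dye for 45 min, and thallium flux is measured in kinetic reads before and after stimulation buffer. Rate constants are normalized to DMSO controls.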
GALK inh – qHTS Assay for Inhibitors of Human Galactokinase (GALK) | Purified GALK, Kinase-Glo residual ATP luminescence | Potency, µM (series often up to 57.5 µM), for the others: at the highest dose activity change, negative = inhibition, actives largely listed as inhibitors | 270,000 tested, 0.007% active | AID 1868, 2009; note: potency is the fitted concentration of half-maximal effect; % is set by controls: 0 for no effect and ±100 for the full control effect
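Human GALK (5 nM) with 35 uM ATP and 100 uM galactose in 20 mM HEPES pH 8.0, 5 mM MgCl2, 60 mM NaCl, 1 mM DTT, 0.01% BSA. After 1 h at room temperature, leftover ATP was read by Kinase-Glo Plus luminescence.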
PKM2 act – qHTS Assay for Activators of Human Muscle isoform 2 Pyruvate Kinase | Pyruvate kinase PKM (Homo sapiens), P14618 | AID 1631, 2009 | purified PKM2, Kinase-Glo ATP luminescence, activation; response scale: 0% is enzyme alone, no compound | 260,000 tested, 0.34% active | Potency, µM (series often up to 57.5 µM), without a hit: at the top dose activation, most hits filed as activators; note: potency is the fitted concentration of half-maximal effect; % is set by controls: 0 for no effect and ±100 for the full control effect; nearly all actives have a fitted effect of over 55% in size
Target sequence (P14618 whole entry, looked up, canonical isoform): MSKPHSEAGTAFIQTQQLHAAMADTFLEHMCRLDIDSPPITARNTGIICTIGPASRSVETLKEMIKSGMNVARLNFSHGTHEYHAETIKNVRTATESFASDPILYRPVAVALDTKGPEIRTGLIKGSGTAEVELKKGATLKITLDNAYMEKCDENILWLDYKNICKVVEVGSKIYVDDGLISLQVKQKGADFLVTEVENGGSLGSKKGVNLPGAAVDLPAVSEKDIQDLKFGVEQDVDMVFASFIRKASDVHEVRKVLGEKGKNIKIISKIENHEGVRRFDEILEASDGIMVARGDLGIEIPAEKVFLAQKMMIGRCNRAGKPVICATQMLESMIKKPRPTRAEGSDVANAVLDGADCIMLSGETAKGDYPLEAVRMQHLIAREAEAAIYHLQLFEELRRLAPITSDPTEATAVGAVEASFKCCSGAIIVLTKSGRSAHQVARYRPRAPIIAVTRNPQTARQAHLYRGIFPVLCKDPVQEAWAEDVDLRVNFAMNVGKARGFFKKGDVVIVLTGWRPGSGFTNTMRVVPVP
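hPK-M2, >95% pure; 0.1 mM ADP / 0.5 mM PEP final; imidazole pH7.2 buffer w/ 7 mM MgCl2, 50 mM KCl; 1 h RT; Kinase-Glo lum. Intermediate enzyme activity for dual inhibitor/activator qHTS.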
B2AR arrestin – qHTS assay of beta-arrestin-biased ligands of beta2-adrenergic receptor. Beta-2 adrenergic receptor (Homo sapiens), P07550. beta-arrestin recruitment to beta2AR, cell-based reporter. Potency, µM (series often up to 46.1 µM), without a hit: at the highest dose activation, most hits filed as activators. 330,000 tested, 0.02% active;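 note: potency is the fitted concentration of half-maximal effect; 0% = DMSO controls and full agonism = EC100 isoproterenol or metaproterenol; nearly all actives have a fitted effect of over 65% in size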
Target sequence (P07550 whole entry, looked up): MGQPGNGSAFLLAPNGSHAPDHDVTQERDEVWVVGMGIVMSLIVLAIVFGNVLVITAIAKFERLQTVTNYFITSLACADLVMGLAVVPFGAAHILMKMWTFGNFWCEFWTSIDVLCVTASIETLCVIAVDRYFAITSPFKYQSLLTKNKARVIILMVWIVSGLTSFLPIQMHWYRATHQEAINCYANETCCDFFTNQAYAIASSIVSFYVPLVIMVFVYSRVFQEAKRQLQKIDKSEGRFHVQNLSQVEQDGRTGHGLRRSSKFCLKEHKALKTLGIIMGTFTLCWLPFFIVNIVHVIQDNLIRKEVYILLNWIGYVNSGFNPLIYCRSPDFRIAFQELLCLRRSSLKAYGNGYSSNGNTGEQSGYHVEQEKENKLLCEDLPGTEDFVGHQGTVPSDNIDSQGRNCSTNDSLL
TRPV1 ag – HTS Assay for Compounds that Act as Agonists of the Vanilloid Receptor 1; TRPV1-expressing cells, Fluo-8 calcium influx, agonist mode; activation, % at 8.33 µM; 320,000 tested, 0.19% active; AID 540275, 2011; in the data active = activation above about 80%; inconclusive = between about 30% and that limit; note: 0% is about no effect
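TRPV1-expressing cells were cultured overnight at 35.5C and loaded with Fluo-8 calcium dye for 40 to 90 min at room temperature. After a 10 s baseline, compound was added and calcium influx was read kinetically for 3 min (ex 480/em 520 nm).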
Coupling enz – qHTS Assay for Inhibitors of Fructose-1,6-bisphosphate Aldolase from Giardia Lamblia: Coupling assay counterscreen | coupling enzyme system counterscreen, AmpLite Red fluorescence | 290,000 tested, 0.67% active | AID 2472, 2010 | activity change, negative = inhibition, % at 58.2 µM, hits read low; in the data active = activity change below about -30%; note: % is set by controls: 0 for no effect and ±100 for the full control effect
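Activity here indicates interference with the coupling reaction, not aldolase inhibition. Compounds at 57.5 uM final met coupling enzymes for 10 min at RT; substrate and AmpLite Red detection followed, with a 525/598 nm fluorescence read after 20 min.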
Giardia killer – Small Molecules that selectively kill Giardia lamblia: qHTS; Giardia lamblia trophozoite viability; activity change, % at 7.66 µM, hits read low; 340,000 tested, 0.15% active; AID 540267, 2011; in the data active = activity change below about -80%; inconclusive = between about -30% and that limit;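 note: parasites exposed to compound for two days anaerobically before the ATP read; % is set by controls: 0 for no effect and ±100 for the full control effect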
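Killing of trophozoites was scored by loss of ATP luminescence after a 48 hrs anaerobic exposure to compounds at 37 deg C, using 100 cells per well.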
* = called active by the depositor; u = inconclusive; x = not tested or not shown; [ ] = dose if it differs, or a comment. Unless noted, calls come from the whole dose curve; as a rule, active = well fitted curve in the direction sought with a large enough effect; inconclusive = small, poorly fitted or top-dose-only effect, or another doubt; inactive = no such curve, though single readings can be large; an effect the other way counts as inactive or inconclusive.

SMILES	MLL CXXC-DNA inh	KCNH2 3.1 block	USP2a inh	Menin MLL FP TR	hERG WT inh	GALK inh	PKM2 act	B2AR arrestin	TRPV1 ag	Coupling enz	Giardia killer
CCN(c1ccccc1)S(=O)(=O)c1ccc(Oc2ccccc2C(C)=O)nc1	x	9	1%	x	1	x	x	3.3%	x	x	10
CC1=C(OC(=O)c2ccccc2)C(C)(C)C(c2ccc(Br)cc2)OC1=O (stereo unspecified)	76%[activator]	-34	6%	-4%	7	-2%	-3%	0.0%	-2	0	6
Cc1cc(C(=O)N(C)Cc2c(F)cccc2Cl)c2ccccc2n1	10%	6	0%	-16%	8	-1%	0%	2.9%	8	-1	28
O=C(Nc1ccc(NS(=O)(=O)c2ccc([N+](=O)[O-])cc2)cc1)c1ccco1	-1%	3	1%	u	4	-3%	0%	-0.3%	-4	0	10
CN(CCOc1ccccc1)CC(=O)Nc1ccc(Br)cc1F	-4%	-8	-6%	18%	1	6%	x	-0.3%	u	0	19
Cc1ccc(NC(=O)CSC2=NN3CCCC(=O)N=C3S2)cc1Cl	0%	-14	-2%	24%	-7	-1%	x	0.2%	-2	-2	28
COc1ccc(S(=O)(=O)N2CCCCCC2)cc1C(=O)N(C)CC(=O)Nc1ccc(F)cc1	x	-36	2%	x	-10	x	x	-0.1%	18	x	44[activator]
Cc1cc(Cl)c(S(=O)(=O)NCc2ccccc2)cc1OCC(N)=O	12%	0	3%	-6%	-3	1%	4%	0.5%	0	2	5
CCOc1ccc(OCC(=O)NCc2n[nH]c(=O)c3ccccc23)cc1	x	6	-1%	x	2	x	x	-0.5%	-4	x	-12
CCCN(C(=O)C1CCN(S(=O)(=O)c2ccc(OC)c(OC)c2)CC1)C1CCS(=O)(=O)C1 (stereo unspecified)	x	15	0%	x	3	x	x	0.2%	0	x	-11
O=C(CN1c2cccc3cccc(c23)S1(=O)=O)Nc1ccccc1F	-3%	-4	-2%	-24%	-13	5%	-1%	-0.2%	1	0	4
CN=c1sc(C(=O)Nc2ccccc2)c(C)n1C	17%	10	1%	5%	6	5%	0%	-0.3%	-1	1	11
CC(=O)Nc1ccc(S(=O)(=O)N2CCN(CC(O)COc3ccc4ccccc4c3)CC2)cc1 (stereo unspecified)	11%	-8	4%	x	12	-2%	7%	0.1%	2	0	10
O=C(N/N=C/c1ccc(Br)s1)c1ccccc1[N+](=O)[O-]	-8%	2	0%	7%	-7	-1%	-3%	-0.3%	8	x	-3
Cc1ccc(/C=N/NC(=O)c2ccncc2)cc1	-10%	1	-1%	18%	2	x	-10%	-1.0%	-5	-2	u
COc1cccc(-c2nnn(CC(=O)N3CCCCC3)n2)c1	1%	9	1%	1%	-2	4%	-2%	-1.1%	2	0	-3
CS(=O)(=O)N(Cc1ccccc1)c1ccccn1	5%	-5	1%	1%	-5	6%	23%	0.4%	-1	-22	-9
Cc1ccc2nc(/N=C(\N)NC(=O)N3c4ccccc4Sc4ccccc43)nc(C)c2c1	10%	-5	13%	13%	-1	0%	0%	4.7%	-6	0	4
CC(C)(C)OC(=O)N[C@@H](/C=C/c1ccccc1)C(=O)OC(C)(C)C	x	-3	-1%	x	-17	x	x	0.0%	u	x	15
C/C(=N/NC(=O)CNC(=O)c1cccs1)c1ccc(Cl)cc1	8%	30	0%	14%	3	5%	6%[0.46 µM]	-0.2%	2	0	3
CCOc1ccc(N2CC(NC(=O)c3ccc4ccccc4c3)CC2=O)cc1 (stereo unspecified)	x	-2	1%	x	10	x	x	0.1%	u	x	-8
O=C(CN(Cc1ccc(Br)cc1)S(=O)(=O)c1ccccc1)NCC1CCCO1 (stereo unspecified)	11%	-14	1%	x	-3	-5%	-3%	0.1%	26	x	-8
Nc1ccccc1C(=O)N1CCCC1	7%	-5	1%	1%	0	6%	0%	0.1%	0	1	18
COc1ccc(C(=O)C(C)[n+]2ccc(C)c3ccccc32)cc1[N+](=O)[O-] (stereo unspecified)	-1%	-6	9%	0%	-140*	3%	-5%	0.4%	8	4	-1
O=S1(=O)N[C@H](c2ccccc2)C[C@H](c2ccc(C(F)(F)F)cc2)O1	-15%	14	-1%	11%	-2	x	1%	-0.9%	1	-1	-10

Next section (2 carried over from the part before).
SMILES	MLL CXXC-DNA inh	KCNH2 3.1 block	USP2a inh	Menin MLL FP TR	hERG WT inh	GALK inh	PKM2 act	B2AR arrestin	TRPV1 ag	Coupling enz	Giardia killer
COc1ccc(C(=O)C(C)[n+]2ccc(C)c3ccccc32)cc1[N+](=O)[O-] (stereo unspecified)	-1%	-6	9%	0%	-140*	3%	-5%	0.4%	8	4	-1
O=S1(=O)N[C@H](c2ccccc2)C[C@H](c2ccc(C(F)(F)F)cc2)O1	-15%	14	-1%	11%	-2	x	1%	-0.9%	1	-1	-10
CCOc1cc(/C=C2\CN(CC)C/C(=C\c3ccc(O)c(OCC)c3)C2=O)ccc1O	10%	-1	1%	7%	2	x	x	-0.1%	2	1	u
CC(C)NC(=O)CSCc1c(Cl)cccc1Cl	8%	-13	3%	-15%	-1	0%	3%	0.0%	-1	0	-13
CC/C=C/C(=O)N1CC2(CC(c3cccc(NC(=O)c4ccccc4)c3)=NO2)C[C@@H]1C(N)=O (stereo partly specified)	9%	x	-2%	11%	x	2%	8%	0.2%	-1	2	11
C=CCN1N=C(/C=C/c2ccc(OC)cc2)CCC1=O	-3%	12	0%	-12%	-11	x	x	-0.1%	1	1	11
O=C(COC(=O)c1cc(=O)[nH]c2ccccc12)NCc1cccc(Cl)c1	x	5	0%	x	2	x	x	-0.6%	-2	x	2
Cc1ccc2nsnc2c1NC(=O)c1cccc([N+](=O)[O-])c1	6%	x	3%	-9%	x	0%	-7%	-0.7%	-5	1	x
Cc1cccc2cc(CN(CCCO)C(=O)Nc3cccc(Cl)c3)c(=O)[nH]c12	0%	-6	0%	-7%	-1	2%	-1%	-0.7%	4	1	-6
O=C(CN1C(=O)c2ccccc2S1(=O)=O)N1CCc2ccccc21	2%	8	5%	4%	-6	-1%	-15%	-0.3%	0	3	-25
COc1nc(SC)nc(Cl)c1Cc1ccc(OC(C)C)cc1	26%	22	4%	-2%	4	2%	-4%	-0.5%	22	5	10
O=C(O)C1=C[C@H](c2cccs2)C[C@H](OCCCCO)O1	2%	28	-1%	x	9	-2%	3%	-0.3%	-2	-1	11
CCc1ccc(OCc2cnc(Cl)s2)cc1	-5%	6	1%	-23%	-1	7%	-4%	0.0%	25	1	u
O=C(NNc1nc2ccccc2s1)c1ccccc1F	-18%	-9	0%	x	0	0%	0%	-0.4%	x	0	0
O=C(N/N=C/c1ccccc1O)/C(=C/c1ccccc1)CCO	11%	4	-1%	9%	-16	-1%	1%	-0.1%	-3	2	0
CCOC(=O)[C@H]1[C@H]2COc3ccc(C)cc3[C@@H]2N2C(=O)c3cc(C)ccc3NC(=O)[C@@]12C	x	2	-3%	x	-3	x	x	6.1%	x	x	-11
COc1ccc(CC(=O)OCc2csc(CC(=O)Nc3ccc(C)cc3)n2)cc1	x	10	3%	x	-6	x	x	-0.8%	x	x	7
O=C(O)C1C2C=CC(O2)C1C(=O)NCCc1cccc(Cl)c1 (stereo unspecified)	4%	4	4%	1%	0	-1%	0%	0.2%	4	1	-10

A few values from the entries so far:
Under Giardia killer, CC/C=C/C(=O)N1CC2(CC(c3cccc(NC(=O)c4ccccc4)c3)=NO2)C[C@@H]1C(N)=O (stereo partly specified) has 11
Under KCNH2 3.1 block, CCOC(=O)[C@H]1[C@H]2COc3ccc(C)cc3[C@@H]2N2C(=O)c3cc(C)ccc3NC(=O)[C@@]12C has 2
Under Coupling enz, CC(C)NC(=O)CSCc1c(Cl)cccc1Cl has 0
Under USP2a inh, O=C(CN1C(=O)c2ccccc2S1(=O)=O)N1CCc2ccccc21 has 5%

Not all compounds are listed, so the mix of outcomes need not match the whole.
